Lipid storage S3: qHTS Assay for Lipid Storage Modulators in Drosophila S3 Cells | Potency in µM for hits, for the others lipid storage change, negative = inhibition, % at the top dose, mostly 46.1 µM | 320,000 compounds, 0.64% hits | Drosophila S3 cells, BODIPY lipid droplet fluorescence, 18-24 h; cells fed with added oleic acid; active = well fitted inhibition curve with a large enough effect in the signal ratio, with a control signal flat, not every such curve was filed as active; inconclusive = small, poorly fitted or top-dose-only effect, or effect the other way, or a change in a side signal; the % refers to the signal ratio
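Drosophila S3 cells got compounds at several concentrations plus oleic acid (400 uM solution). Laser-scanning cytometry with 488 nm excitation read lipid droplets at 500-530 nm and cells at 575-640 nm. Percent activity was relative to 20 uM Triacsin C.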
Lipid storage S3 cell count max: recorded beside Lipid storage S3, whose call it bears; cell number change, %; measured here: cell count max response;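 cells counted by Cell Tracker Red CMTPX staining in the red channel; peak over a dose series mostly up to 46.1 µM; percent activity relative to internal control wells on each plate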
* marks the source's active call; other numbers are inactive results; i = inactive; ? = inconclusive; / = no result given. % is set by controls: 0 for no effect and ±100 for the full control effect; potency is the fitted concentration of half-maximal effect.

Order of results: Lipid storage S3	Lipid storage S3 cell count max
1	CCOc1ccc(S(=O)(=O)Nc2nc3ccccc3nc2N2CCN(C)CC2)cc1
  ?	/
2	Cc1ccc(S(=O)(=O)c2c(N)n(NC(=O)c3ccco3)c3nc4ccccc4nc23)cc1
  ?	/
3	COc1ccccc1Oc1ccc(NC(=O)c2ccc(Cl)cc2)cc1
  -11.5%	1.5
4	Cc1cccc(NC(=O)C2CCCN(S(=O)(=O)c3ccc(-n4cnnn4)cc3)C2)c1 (stereo not given)
  ?	/
5	Cc1cccc(C)c1OCC(N)C(C)C (stereo not given)
  4.1%	20.6
6	C#CCOC(=O)Nc1cc(C)n(-c2ccccc2)n1
  7.4%	/
7	Cc1ccc(NC(=O)CCC2CC(C)(C)OC2=O)cc1 (stereo not given)
  4.1%	/
8	COc1ccc(CCNC(=O)CC2SC(=NCCc3ccccc3)NC2=O)cc1OC (stereo not given)
  14.7%	12.6
9	Cn1cc(CN(Cc2ccccc2)C[C@@H]2CCC(=O)N2)c(-c2ccccc2F)n1
  14.3%	-4.2
10	O=C(Cn1cnc2sc(-c3ccccc3)cc2c1=O)NCc1ccco1
  ?	/

Next part.
Order of results: Lipid storage S3	Lipid storage S3 cell count max
11	C/C(=N\NC(=O)c1cccc(S(=O)(=O)N2CCCCC2)c1)c1ccc(C)o1
  -3.3%	-6.8
12	CCOc1cc(C)c(Cl)cc1S(=O)(=O)n1nnc2ccccc21
  -13.8%	2.1
13	COc1ccccc1C(O)(C(=O)N(NC(C)=O)c1ccccc1)c1ccccc1OC
  ?	/
14	O=C(O)c1ccc(S(=O)(=O)c2ccc3c(c2)C(=O)N(c2ccc(Br)cc2)C3=O)cc1
  ?	/
15	COc1ccccc1-c1cc(C(=O)NN)[nH]n1
  5.8%	/
16	O=C(/C=C/Nc1ccccc1F)c1cccs1
  -1.1%	-18.1
17	O=C(O)CSc1nnc2c(n1)[nH]c1ccccc12
  ?	/
18	N#Cc1ccc(S(=O)(=O)N2CCN(Cc3cccs3)CC2)cc1
  ?	/
19	CON1C(=O)C(=O)N(OC)C2CCCCCC21 (stereo not given)
  ?	/
20	COc1ccc(NC(=O)CNc2cccc(C#N)c2)cc1Cl
  ?	/

Further results.
Order of results: Lipid storage S3	Lipid storage S3 cell count max
21	COc1ccccc1C(=O)Nc1nnc(S(=O)(=O)N2CCCCCC2)s1
  ?	/
22	COc1ccccc1NC(=O)c1ccc(NC(=O)Cc2n[nH]c(=O)c3ccccc23)cc1
  ?	/
23	COc1ccccc1NC1CCCCC1NS(=O)(=O)c1ccccc1 (stereo not given)
  i	/
24	CCOc1ccc(OCc2ccc(C(=O)NCc3cccnc3)o2)cc1
  -3.3%	-5.0
25	COc1ccccc1CNc1cc(C)ccn1
  ?	/
26	Brc1ccc(OCc2nnc3n2CCC3)cc1
  14.6%	-1.1
27	CC(C)(C)c1ccc(OCc2ccc(C(=O)N3CCOCC3)o2)cc1
  ?	/
28	CCS(=O)(=O)N1CCC(C(=O)Oc2ccccc2Br)CC1
  13.6%	6.2
29	O=C(O)c1cccnc1SCc1ccccc1
  -8.2%	20.4
30	CC(C)C(NS(=O)(=O)c1ccc2c(c1)C(C)(C)C(=O)N2C)C(=O)NCc1ccc(F)cc1 (stereo not given)
  8.0%	16.1

More results follow.
Order of results: Lipid storage S3	Lipid storage S3 cell count max
31	Cc1ccc(CC(=O)Nc2nc3ccccc3s2)cc1
  ?	/
32	COc1ccc(CN2C(=O)c3cccnc3C2=O)cc1S(=O)(=O)NCc1ccc(C)cc1
  -6.7%	1.1
33	COc1cc(C(=O)Nc2ccc(C)c(S(=O)(=O)N(C)C)c2)ccc1OCC(=O)N1CCOCC1
  i	4.1
34	CC1=C(C(=O)Nc2cccc(F)c2)C(c2ccsc2)C2=C(CC(C)(C)CC2=O)N1 (stereo not given)
  ?	/
35	COc1ccccc1-n1nnnc1S(=O)(=O)Cc1ccc(Cl)cc1
  i	/
36	O=C(Nc1ccc(F)cc1)Nc1cccnc1
  4.5%	7.5
37	c1ccc(-c2nnc(N3CCCC3)nc2-c2ccccc2)cc1
  ?	/
38	O=C(CCCOc1ccccc1)Nc1nc2ccccc2[nH]1
  -5.3%	-18.9
39	O=[N+]([O-])c1cccc(CN2CCC(Cc3ccccc3)CC2)c1
  ?	/
40	O=C(C1CCCN(Cc2nc(-c3cccs3)no2)C1)N1CCOCC1 (stereo not given)
  -3.0%	8.8

(list continues)
Order of results: Lipid storage S3	Lipid storage S3 cell count max
41	O=C(O)c1ccc(/C=C/c2ccc3cccc(O)c3n2)cc1
  2.3%	-16.5
42	CCSc1nnc(NC(=O)C2Cc3ccccc3CN2S(=O)(=O)CC)s1 (stereo not given)
  ?	/
43	COc1ccc(C)cc1NC(=O)COC(=O)c1ccc2ccccc2n1
  ?	/
44	Cc1ccc2c(CN(C)Cc3cccc(F)c3)cc(=O)oc2c1C
  ?	/
45	NC(=O)CCn1c(C(=O)c2ccc(Cl)cc2)c2ccccc2[n+]1[O-]
  ?	/
46	O=C(NCc1ccc(F)cc1)C1CCN(C(=O)Nc2ccc(F)cc2)CC1
  i	13.3
47	O=C(COc1ccc2ccccc2c1Br)NC(=S)Nc1cccc(CO)c1
  26.2%	-10.6
48	O=S(=O)(NCc1cc(-c2ccc(Cl)cc2)no1)c1ccccc1
  -6.8%	16.4
49	O=C(CC1Oc2ccccc2NC1=O)NCc1ccc(Cl)cc1 (stereo not given)
  1.9%	12.9
50	COC(=O)Cn1cc(C(=O)OC)c2ccccc21
  ?	/

Next records.
Order of results: Lipid storage S3	Lipid storage S3 cell count max
51	CC1CCN(CCCNS(=O)(=O)c2cc(Br)cc3c2N(C(=O)C2CC2)CC3)CC1
  7.3%	20.8
52	Cc1nn(Cc2ccc(C(=O)Nc3nc4c(C)cccc4s3)o2)c(C)c1Br
  ?	/
53	COC(=O)C1C2C=CC3(CN(CC4CCCO4)C(=O)C13)O2 (stereo not given)
  ?	/
54	O=C1OCCC1Sc1nc2ccccc2[nH]1 (stereo not given)
  2.4%	-8.5
55	Cc1c(NC(=O)C(C)OC(=O)CC2Sc3ccccc3NC2=O)c(=O)n(-c2ccccc2)n1C (stereo not given)
  ?	/
56	C#CCn1c(=NC(=O)c2cccs2)sc2cccc(OC)c21
  -2.6%	0.1
57	CC1(C)C(=O)Nc2ccccc2N1C(=O)COC(=O)c1ccc(Cl)c(S(=O)(=O)NCc2ccccc2)c1
  i	-12.2
58	COc1ccc(-c2nnn(CC(=O)N(CC(=O)NCCC(C)C)Cc3cccs3)n2)cc1OC
  ?	/
59	COc1ccccc1N1CCC(N2CCN(CC(C)(C)C)C(CCO)C2)CC1 (stereo not given)
  7.3%	-20.5
60	Cc1nn(CC(=O)NCc2ccc(-n3cccn3)cc2)c(C)c1[N+](=O)[O-]
  4.2%	9.0

The list goes on:
Order of results: Lipid storage S3	Lipid storage S3 cell count max
61	COc1ccc(CNC(=O)CCS(=O)(=O)c2cc3c(cc2Cl)NC(=O)CO3)cc1
  ?	/
62	Cc1occc1C(=O)NNC(=O)NC12CC3CC(CC(C3)C1)C2
  ?	/
63	CCC1ON(c2ccccc2)C2c3nc4ccccc4n3CC12 (stereo not given)
  -1.3%	-12.2
64	CC1(C)SC(=S)N(/N=C/c2cccnc2)C1N(O)C(=O)NC1CCCCC1 (stereo not given)
  -2.9%	5.3
65	COc1cccc(-c2cc(C(=O)Nn3cnnc3)c3ccccc3n2)c1
  ?	/
66	Cn1c2ccccc2c2c(C(=O)NCc3ccco3)cn(C3CCCCC3)c(=O)c21
  ?	/
67	CC1(Br)C2CCCC1C2S(=O)(=O)c1ccccc1 (stereo not given)
  15.2%	3.0
68	O=S(=O)(Nc1cccnc1)c1ccc(Cl)cc1
  ?	/
69	C=CCOC(=O)C1=C(C)NC(=O)NC1C1CC=CCC1 (stereo not given)
  ?	/
70	CC1(COS(N)(=O)=O)CCCCC1
  i	5.5

Following part:
Order of results: Lipid storage S3	Lipid storage S3 cell count max
71	Cc1cc(C)n(C(=O)CCNC(=O)c2ccccc2Cl)n1
  5.4%	0.2
72	COc1cccc(/C=C/C(=O)OCC(=O)NC(=O)NC2CCCC2)c1
  ?	/
73	C/C(=N\NC(=O)COc1c(C)cccc1C)c1cccs1
  15.1%	3.8
74	CCOC(=O)c1sc2nc(C)nc(SCC(=O)N(C)C3CCS(=O)(=O)C3)c2c1C (stereo not given)
  ?	/
75	COc1ccc(-c2csc(N3CCN(C(=O)c4ccco4)CC3)n2)cc1
  ?	/
76	CCN(CC(=O)NCc1ccc2c(c1)OCO2)S(=O)(=O)c1ccc(F)cc1
  ?	/
77	CC(C)N1CCC(N2CCN(Cc3cnc(-c4ccccc4)s3)CC2CCO)CC1 (stereo not given)
  ?	/
78	N#Cc1ccc(/C=C/C(=O)c2ccco2)cc1
  ?	/
79	CN(Cc1ccco1)S(=O)(=O)c1nnc(NC(=O)c2ccccc2)s1
  12.9%	/
80	Cc1ccc2c(c1)N(C(=O)NC1CCCCC1)C(C)(C)CC2C (stereo not given)
  ?	/

Six structures out of the list, ordered by molar mass, descending.
Order of results: Lipid storage S3	Lipid storage S3 cell count max
76	CCN(CC(=O)NCc1ccc2c(c1)OCO2)S(=O)(=O)c1ccc(F)cc1
  ?	/
79	CN(Cc1ccco1)S(=O)(=O)c1nnc(NC(=O)c2ccccc2)s1
  12.9%	/
75	COc1ccc(-c2csc(N3CCN(C(=O)c4ccco4)CC3)n2)cc1
  ?	/
72	COc1cccc(/C=C/C(=O)OCC(=O)NC(=O)NC2CCCC2)c1
  ?	/
71	Cc1cc(C)n(C(=O)CCNC(=O)c2ccccc2Cl)n1
  5.4%	0.2
78	N#Cc1ccc(/C=C/C(=O)c2ccco2)cc1
  ?	/

Other records follow:
Order of results: Lipid storage S3	Lipid storage S3 cell count max
81	COc1cc(/C=N/NC(=O)c2ccoc2C)cc(OC)c1O
  -0.7%	11.7
82	COc1ccc(NC(=O)C2CCN(S(=O)(=O)c3ccc(OC)c(OC)c3)CC2)cc1
  ?	/
83	Cc1cc(NCCCN2CCOCC2)n2ncc(-c3ccccc3)c2n1
  ?	/
84	COCCNC(=S)N/N=C(\C)c1ccc(OC(F)F)cc1
  28.0%	14.6
85	NC(=O)c1cc2c3ccccc3ccn2c1-c1ccccc1
  ?	/
86	CC(C)Oc1nc(-c2ccccc2Cl)nc2ccccc12
  -9.9%	-10.9
87	Cc1cc(C)nc(NCCC(=O)O)n1
  ?	/
88	Cc1ccc(-c2cc(C(=O)N/N=C/c3ccoc3)c3ccccc3n2)cc1
  ?	/
89	Cc1cc([N+](=O)[O-])ccc1NC(=O)C(C)N1CCN(c2ccccn2)CC1 (stereo not given)
  ?	/
90	CCc1nc2ccccc2c(C(=O)OCC(=O)N2CC(C)OC(C)C2)c1C (stereo not given)
  ?	/

The listing continues.
Order of results: Lipid storage S3	Lipid storage S3 cell count max
91	Cc1cn(C(=O)C(C)N2C(=O)c3ccccc3C2=O)c(C)n1 (stereo not given)
  ?	/
92	O=C(CNC1CCCCC1)Nc1ccc(Cl)cc1
  20.9%	17.9
93	CCCC(=O)Nc1ccc(-c2ccc(NC(=O)CCC)cc2)cc1
  2.9%	-2.9
94	Cc1c(NS(=O)(=O)c2cccc(C(=O)NCc3ccncc3)c2)c(=O)n(-c2ccccc2)n1C
  i	/
95	CN1CCN(C(=S)c2ccc(-c3cc(Cl)ccc3Cl)o2)CC1
  -13.0%	-1.9
96	CCC(C)(C)C(=O)Nc1cc([N+](=O)[O-])ccc1F
  10.8%	6.7
97	CC(C)C(OC(=O)C1=Cc2ccccc2OC1)C(=O)NC1CCCC1 (stereo not given)
  2.9%	6.7
98	Cc1ccc(-c2cc(-c3ccccc3)c(C#N)c(Br)n2)cc1
  6.6%	-11.3
99	Cc1ccc(C)c(S(=O)(=O)N2CCCC2CNC(=O)C(=O)NC2CCCCCC2)c1 (stereo not given)
  ?	/
100	Cc1scc(C(=O)NNC(=S)NC(C)c2ccccc2)c1C (stereo not given)
  ?	/

Other records follow:
Order of results: Lipid storage S3	Lipid storage S3 cell count max
101	O=C(CCN1CCc2ccccc2C1)Nc1ccccc1F
  1.3%	4.3
102	CCOc1ccc(OCCC(=O)OCC(=O)Nc2ccc(N3CCOCC3)cc2)cc1
  ?	/
103	COc1ccc(C(=O)C2CN(c3ccccc3)CC2c2ccc(Cl)cc2)cc1 (stereo not given)
  -9.8%	-25.9
104	CN(C(=O)CN1C(=O)S/C(=C\c2ccc(F)cc2)C1=O)C1CCS(=O)(=O)C1 (stereo not given)
  ?	/
105	C/C=C(/C)C(=O)Nc1cccc(C2=NOC3(C2)C[C@@H](C(N)=O)N(C(=O)CCCCC)C3)c1 (stereo not given in full)
  10.3%	28.5
106	CCc1ccc2c(c1)C(NC(C)=O)C(=O)N2CCN1CCOCC1 (stereo not given)
  18.7%	-4.3
107	Cc1cccc(OCC(=O)OC(C)C(=O)Nc2ccc(S(=O)(=O)N3CCCCC3)cc2)c1 (stereo not given)
  ?	/
108	COc1ccc2oc(C(=O)OCC(=O)N(C)c3c(N)n(Cc4ccccc4)c(=O)[nH]c3=O)c(C)c2c1
  ?	/
109	COc1ccccc1N(CC(=O)NC1CCCC1)C(=O)CCC(=O)Nc1cc(C)on1
  ?	/
110	COc1ccccc1/C=N/NC(=O)CCSc1ccccc1
  0.8%	1.4

Next section
Order of results: Lipid storage S3	Lipid storage S3 cell count max
111	Cc1ccc(-c2cc(C(=O)NC3CCN(Cc4ccccc4)CC3)c3ccccc3n2)cc1
  18.3%	/
112	S=c1nc(-c2ccc(Cl)cc2)[nH][nH]1
  -9.1%	3.2
113	Cc1ccc2cc(NC(=O)c3ccccc3)ccc2n1
  ?	/
114	Cn1c(=O)n(Cc2ccc(F)cc2)c(=O)c2c1nc1n2CCCN1Cc1ccccc1
  ?	/
115	COc1ccc(NC(=O)c2cc(-c3cc(C)ccc3O)n[nH]2)cc1Cl
  -20.0%	-14.6

Screens as filed in PubChem BioAssay.

Some of the compounds tested; rates above refer to the full screens.
